Compound activity as filed in PubChem.
Autophagy mod = autophagy modulators in MEF cells, primary screen, imaging, high-content, MEF GFP-LC3; MEF GFP-LC3 puncta imaging; test concentration mostly 10 µM; calls only at 10 µM (by protocol); 190,000 tested, 0.98% active; AID 463193, 2010;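 active = percentage of spot-positive cells more than 3 SD above its plate mean, without a fluorescence outlier flag or 80% toxicity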;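 also: spot-positive cell cutoff set from DMSO-treated cells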
Dynein transport = inhibitors of GR-EGFP nuclear translocation, primary screen, dynein cargo transport inhibitor project, imaging, high-content, 3617.4 mouse cells | test concentration mostly 20 µM; stimulated with dexamethasone, 1 µM; stronger effect = lower value | z-score, hits read low | 220,000 tested, 0.47% active | AID 1381, 2008;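 active = plate z-score of nuclear minus cytoplasmic receptor signal below a set negative limit, without overly bright fluorescence or cell loss, cut at about -3.5 in these data, passing the limit was not always enough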;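 also: z-score of nuclear minus cytoplasmic ring GR-EGFP intensity difference per well; some compounds called inactive have numbers as strong as hits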
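Schedule: 48 h induction, then 1 h compound, then 30 min agonist, 37 °C. Buffer or medium: tetracycline-free induction medium containing charcoal-stripped FBS. Reagent: 1.0 µM final dexamethasone stimulus. Evaluation: nuclear versus cytoplasmic GR-EGFP signal, averaged per well. Signal: high-content fluorescence imaging after fixation.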
b-catenin transl = modulators of beta-catenin nuclear translocation, primary screen, imaging, HeLa cells, immunofluorescence, high-content | 190,000 tested, 0.3% active | AID 1665, 2009 | nuclear translocation activity, % at 5 µM;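 active = nuclear translocation activity above 50% at 5 µM, with a well cell count of 50 or more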;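 also: per-cell ratio of nuclear to cytoplasmic median beta-catenin stain intensity; plate controls were DMSO negative control for no effect and GSK-3 inhibitor IX positive control for full effect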
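Test system: human HeLa cells, endogenous beta-catenin. Times: 24 h compound exposure, 37°C. Measured by: beta-catenin immunofluorescence imaging with DAPI.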
T cell modulator = modulators of CD8 T cell-vesicle binding, primary screen, mouse 2C CD8+ T cells, flow cytometry | 330,000 tested, 0.068% active | AID 2052, 2009 | 2C CD8+ T cell-vesicle binding; stronger effect = lower value | calls only at 7 µM;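 active = response, share of CD8 T cells binding vesicles, and their 90th percentile fluorescence all below set limits, cut at about 80% in these data, passing the limit was not always enough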
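Material: 2C TCR transgenic mouse naive CD8+ T cells, MACS-purified. Also added: QL9-charged Drosophila Ld/ICAM-1/B7-1 vesicles. Timing: binding 1.5 h at 37 °C. Measured by: high-throughput flow cytometry with anti-B7-1 and anti-CD8 staining. Read-out: percent CD8+ FL2 mean versus row control. Controls: Unloaded micro-vesicles (low), QL9 vesicles with 0.7% DMSO (high).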
P. falciparum M17LAP = P. falciparum M17LAP inhibitors, primary screen, biochemical, fluorogenic H-Leu-NHMec substrate, 1536-well (AID 1619); recombinant M17LAP, H-Leu-NHMec fluorogenic kinetic assay; higher % means a stronger effect; inhibition, % at 30 µM, or IC50 in µM where a hit was titrated; Leucine aminopeptidase (Plasmodium falciparum (isolate 3D7)); 220,000 tested, 0.38% active;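 active = compound inhibiting the enzyme by more than half at any dose during confirmatory dose-response retesting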;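 also: plate controls were full reaction with DMSO carrier for no effect and no enzyme background for full effect; strong numbers were not always called active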
M1AAP inhibition = P. falciparum M1AAP inhibitors, biochemical, fluorogenic H-Leu-NHMec substrate, 1536-well (AID 1445). Aminopeptidase N (Plasmodium falciparum (isolate 3D7)). recombinant M1AAP, H-Leu-NHMec fluorogenic kinetic assay; higher % means a stronger effect. inhibition, % at 30 µM; hits with a dose series show IC50 in µM. 220,000 tested, 0.42% active;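 active = primary inhibition above the hit cutoff, then over 50% inhibition at one or more dose response concentrations, cut at about 23% in these data, passing the limit was not always enough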;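 also: plate controls were DMSO full reaction for no effect and no enzyme background for full effect; strong numbers were not always called active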
Yfh1-off respiration = enhancers of respiration in Yfh1-depleted yeast, dose response, Friedreich's ataxia, plus single-dose screen (AID 1465). 220,000 tested, 0.074% active. S. cerevisiae Yfh1-off respiration, WST-1 reduction, 72 h; higher fold induction means a stronger effect. one-dose fold induction at 50 µM; EC50 in µM for titrated hits;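 active = fold induction of absorbance versus untreated yeast above a set limit, then at least 30% activation at any dose in follow-up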;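 also: activators that raise dye reduction in frataxin-depleted yeast; strong numbers were not always called active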
MT stabilizer = microtubule stabilizers in HeLa cells, primary screen, imaging, high-content imaging; HeLa tubulin immunostaining HCS, 24 h; share of cells brighter than vehicle mean+2SD; % tubulin-high responders, % at 10 µM; 200,000 tested, 0.83% active; AID 2205, 2009;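 active = plate Z-score above 3 for both tubulin-high and condensed-nucleus cell shares, with cell loss under 80%, at 10 µM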;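 also: anti alpha tubulin signal scored within the nucleus-defined area of each cell; some results filed as inactive read as strong as hits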
WT yeast gro inh = growth inhibition of WT strain, primary screen, mitochondrial fusion inhibitor project, WT and mutant strains, chemical genetic | 190,000 tested, 2.1% active | mitochondrial fusion phenotypic screen | AID 1362, 2008 | inhibition, % at 10 µM; in the data active = inhibition above about 58%; tested in S. cerevisiae
WT yeast gro inh mutant strain = second read-out of WT yeast gro inh, no call of its own (marks repeat the call); inhibition, %; mitochondrial fusion phenotypic screen, mutant strain inhibition
Dynein transport cytoplasmic EGFP = recorded beside Dynein transport, whose call it bears; z-score; measured here: cytoplasmic GR-EGFP intensity; stronger effect = higher value
Dynein transport nuclear GR-EGFP = second read-out of Dynein transport, no call of its own (marks repeat the call); z-score; measured here: nuclear GR-EGFP intensity;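 lower value marks the stronger effect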
Dynein transport cell count = also measured in Dynein transport; calls as there; z-score; measured here: cell count per field
b-catenin transl cell count 5 µM = second read-out of b-catenin transl, no call of its own (marks repeat the call); cell count; measured here: cell count, cytotoxicity flag
T cell modulator vesicle-bound % = recorded beside T cell modulator, whose call it bears; double positive events, %; measured here: CD8+ vesicle-bound cell fraction;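 binding gate set so that unloaded-vesicle control wells show 10% double positive cells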
MT stabilizer Hoechst-high % = further read-out of MT stabilizer, marked with its call; % Hoechst-high responders; measured here: nuclear condensation Hoechst responders;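 share of cells brighter than vehicle mean plus two SD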
MT stabilizer cytotoxicity % = further read-out of MT stabilizer, marked with its call; toxicity, %; measured here: cytotoxicity by cell density;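 0% = mean cell density of plate MIN control wells and 100% = no cells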
Autophagy mod cell loss 18 h = recorded beside Autophagy mod, whose call it bears; toxicity, %; measured here: cell loss, nuclei count;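 cell loss after 18 h compound exposure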
Active calls of the source: *.

Results for COc1cc2c(cc1OC)C(COc1ccc3c(C)cc(=O)oc3c1)N(C(=O)c1ccco1)CC2 (stereo unspecified) ?
Autophagy mod: inactive; Dynein transport: 0.26; b-catenin transl: -1.6; T cell modulator: inactive; P. falciparum M17LAP: 3%; M1AAP inhibition: 11%; Yfh1-off respiration: inactive; MT stabilizer: 3.6; WT yeast gro inh: -6; WT yeast gro inh mutant strain: -6; Dynein transport cytoplasmic EGFP: -0.18; Dynein transport nuclear GR-EGFP: 0.41; Dynein transport cell count: -1; b-catenin transl cell count 5 µM: 1170; T cell modulator vesicle-bound %: 39; MT stabilizer Hoechst-high %: 2.0; MT stabilizer cytotoxicity %: 4.2; Autophagy mod cell loss 18 h: 6

What do the screens show for `CC(C)(CNCC(O)c1ccccc1)N1CCOCC1` (stereo unspecified)?
Autophagy mod: inactive; Dynein transport: -0.57; b-catenin transl: -1.4; T cell modulator: inactive; P. falciparum M17LAP: 8%; M1AAP inhibition: 3%; Yfh1-off respiration: inactive; MT stabilizer: 2.1; WT yeast gro inh: 64*; WT yeast gro inh mutant strain: 5.1*; Dynein transport cytoplasmic EGFP: -0.21; Dynein transport nuclear GR-EGFP: -0.4; Dynein transport cell count: 0.51; b-catenin transl cell count 5 µM: 1330; T cell modulator vesicle-bound %: 39; MT stabilizer Hoechst-high %: 1.0; MT stabilizer cytotoxicity %: 4.3; Autophagy mod cell loss 18 h: 2

How did COc1cc(NC(=O)COc2cccc(OC)c2)cc(OC)c1 do in these assays?
Autophagy mod: inactive; Dynein transport: -0.74; b-catenin transl: -0.3; T cell modulator: inactive; P. falciparum M17LAP: 13%; M1AAP inhibition: 0%; Yfh1-off respiration: inactive; MT stabilizer: 3.2; WT yeast gro inh: 4; WT yeast gro inh mutant strain: 0; Dynein transport cytoplasmic EGFP: -0.018; Dynein transport nuclear GR-EGFP: -0.041; Dynein transport cell count: 0.11; b-catenin transl cell count 5 µM: 884; T cell modulator vesicle-bound %: 18; MT stabilizer Hoechst-high %: 3.7; MT stabilizer cytotoxicity %: 3.6; Autophagy mod cell loss 18 h: 10

How did O=C(O)C1C2C=CC(O2)C1C(=O)NCc1ccc2c(c1)OCO2 (stereo unspecified) do in these assays?
Autophagy mod: inactive; Dynein transport: -0.99; b-catenin transl: -1.8; T cell modulator: inactive; P. falciparum M17LAP: 11%; M1AAP inhibition: 9%; Yfh1-off respiration: inactive; MT stabilizer: 3.3; WT yeast gro inh: -3; WT yeast gro inh mutant strain: -11; Dynein transport cytoplasmic EGFP: -0.26; Dynein transport nuclear GR-EGFP: -0.5; Dynein transport cell count: 0.53; b-catenin transl cell count 5 µM: 591; T cell modulator vesicle-bound %: 51; MT stabilizer Hoechst-high %: 1.8; MT stabilizer cytotoxicity %: 0.6; Autophagy mod cell loss 18 h: -7

How did CCn1c(=N)n(CC(=O)c2ccco2)c2ccccc21 do in these assays?
Autophagy mod: inactive; Dynein transport: -0.21; b-catenin transl: 0.4; T cell modulator: inactive; P. falciparum M17LAP: -5%; M1AAP inhibition: 6%; Yfh1-off respiration: inactive; MT stabilizer: 2.4; WT yeast gro inh: -17; WT yeast gro inh mutant strain: 22; Dynein transport cytoplasmic EGFP: -0.11; Dynein transport nuclear GR-EGFP: 0.12; Dynein transport cell count: -0.58; b-catenin transl cell count 5 µM: 1074; T cell modulator vesicle-bound %: 30; MT stabilizer Hoechst-high %: 2.0; MT stabilizer cytotoxicity %: 6.6; Autophagy mod cell loss 18 h: -6

What do the screens show for `Cc1ccccc1N=C1NC(=O)CC(c2ccccc2)S1` (stereo unspecified)?
Autophagy mod: inactive; Dynein transport: -0.42; b-catenin transl: -0.4; T cell modulator: inactive; P. falciparum M17LAP: -6%; M1AAP inhibition: 5%; Yfh1-off respiration: inactive; MT stabilizer: 1.9; WT yeast gro inh: 30; WT yeast gro inh mutant strain: 28; Dynein transport cytoplasmic EGFP: 0.014; Dynein transport nuclear GR-EGFP: -0.38; Dynein transport cell count: 1; b-catenin transl cell count 5 µM: 1028; T cell modulator vesicle-bound %: 49; MT stabilizer Hoechst-high %: 3.1; MT stabilizer cytotoxicity %: 6.3; Autophagy mod cell loss 18 h: -37

Results for CCn1cc(C(=O)N2CCN(Cc3ccc4c(c3)OCO4)CC2)c2cc(OC)c(OC)cc2c1=O ?
Autophagy mod: inactive; Dynein transport: -0.56; T cell modulator: inactive; P. falciparum M17LAP: 11%; M1AAP inhibition: 11%; Yfh1-off respiration: inactive; MT stabilizer: 2.6; WT yeast gro inh: 2; WT yeast gro inh mutant strain: -10; Dynein transport cytoplasmic EGFP: -0.14; Dynein transport nuclear GR-EGFP: -0.21; Dynein transport cell count: -0.41; T cell modulator vesicle-bound %: 32; MT stabilizer Hoechst-high %: 2.0; MT stabilizer cytotoxicity %: 3.2; Autophagy mod cell loss 18 h: -3

How did O=C(c1ccccc1Cl)N1CCNCC1 do in these assays?
Autophagy mod: inactive; Dynein transport: -0.62; T cell modulator: inactive; P. falciparum M17LAP: 5%; M1AAP inhibition: -1%; MT stabilizer: 1.3; WT yeast gro inh: 5; WT yeast gro inh mutant strain: 18; Dynein transport cytoplasmic EGFP: -0.14; Dynein transport nuclear GR-EGFP: -0.16; Dynein transport cell count: 0.23; T cell modulator vesicle-bound %: 40; MT stabilizer Hoechst-high %: 1.1; MT stabilizer cytotoxicity %: 3.0; Autophagy mod cell loss 18 h: -9

What do the screens show for `O=C(CSc1nc(-c2ccccc2)nc2c1Cc1ccccc1O2)Nc1ccc(C(=O)O)cc1`?
Autophagy mod: inactive; Dynein transport: 0.37; b-catenin transl: 3.2; P. falciparum M17LAP: 3%; M1AAP inhibition: 4%; Yfh1-off respiration: inactive; MT stabilizer: 6.4; WT yeast gro inh: -7; WT yeast gro inh mutant strain: -2; Dynein transport cytoplasmic EGFP: -0.31; Dynein transport nuclear GR-EGFP: 0.46; Dynein transport cell count: -0.039; b-catenin transl cell count 5 µM: 1040; MT stabilizer Hoechst-high %: 2.0; MT stabilizer cytotoxicity %: 8.6; Autophagy mod cell loss 18 h: 1

Results for Cc1[nH]c2ccccc2c1SCc1ccccc1 ?
Autophagy mod: inactive; Dynein transport: -0.025; b-catenin transl: -1.7; T cell modulator: inactive; P. falciparum M17LAP: 14%; M1AAP inhibition: 6%; Yfh1-off respiration: inactive; MT stabilizer: 2.5; WT yeast gro inh: 29; WT yeast gro inh mutant strain: 7; Dynein transport cytoplasmic EGFP: -0.18; Dynein transport nuclear GR-EGFP: -0.58; Dynein transport cell count: -0.43; b-catenin transl cell count 5 µM: 1137; T cell modulator vesicle-bound %: 19; MT stabilizer Hoechst-high %: 2.8; MT stabilizer cytotoxicity %: 8.5; Autophagy mod cell loss 18 h: 6

What do the screens show for `Cc1nc(CN2CCN(C(=O)c3ccc(Br)cc3)CC2)cs1`?
Autophagy mod: inactive; Dynein transport: -0.73; b-catenin transl: 0.1; T cell modulator: inactive; P. falciparum M17LAP: 6%; M1AAP inhibition: 3%; Yfh1-off respiration: inactive; MT stabilizer: 2.0; WT yeast gro inh: -4; WT yeast gro inh mutant strain: -8; Dynein transport cytoplasmic EGFP: -0.27; Dynein transport nuclear GR-EGFP: -0.39; Dynein transport cell count: 0.95; b-catenin transl cell count 5 µM: 1065; T cell modulator vesicle-bound %: 7; MT stabilizer Hoechst-high %: 1.9; MT stabilizer cytotoxicity %: 8.0; Autophagy mod cell loss 18 h: -4

What do the screens show for `Cc1ccc2[nH]c(=O)c(-c3nc4cc(C)ccn4c3NCc3ccco3)cc2c1`?
Autophagy mod: inactive; Dynein transport: -0.85; b-catenin transl: -3.7; T cell modulator: inactive; P. falciparum M17LAP: 15%; M1AAP inhibition: 12%; Yfh1-off respiration: inactive; MT stabilizer: 6.1; WT yeast gro inh: -13; WT yeast gro inh mutant strain: 4; Dynein transport cytoplasmic EGFP: -0.14; Dynein transport nuclear GR-EGFP: -0.15; Dynein transport cell count: 0.93; b-catenin transl cell count 5 µM: 997; T cell modulator vesicle-bound %: 60; MT stabilizer Hoechst-high %: 2.4; MT stabilizer cytotoxicity %: 10; Autophagy mod cell loss 18 h: -3

How did Cc1cccc(OCC(=O)NCC(=O)N/N=C/c2ccc(O)cc2O)c1 do in these assays?
Dynein transport: 0.39; b-catenin transl: -0.1; T cell modulator: inactive; P. falciparum M17LAP: 8%; M1AAP inhibition: 12%; Yfh1-off respiration: inactive; Dynein transport cytoplasmic EGFP: -0.24; Dynein transport nuclear GR-EGFP: 0.82; Dynein transport cell count: -0.33; b-catenin transl cell count 5 µM: 1335; T cell modulator vesicle-bound %: 28
